Screening data as filed in PubChem BioAssay.
NPC1 prom act = qHTS Assay for NPC1 Promoter Activators; Huh7 NPC1 promoter luciferase reporter, 24 h; Potency, µM (top dose mostly 9.22 µM), inactives show at the highest dose activation, hits mostly activators; hit rate 2.4% among 320,000;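 also: % of control where 0% means no effect; nearly all actives have a fitted effect of over 60% in size; reporter is driven by a mutant NPC1 promoter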
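Compounds in DMSO were transferred onto Huh7 NPC1-luciferase reporter cells pre-incubated 2 h; after 24 h at 37 °C, Amplite reagent was dispensed and luminescence recorded 10 min later.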
Gal4-VP16 FLuc = VP16 counterscreen qHTS for inhibitors of ROR gamma transcriptional activity. Potency, µM (top dose mostly 53.6 µM), inactives show at the highest dose activity, negative = inhibition, hits mostly inhibitors. hit rate 3.5% among 310,000. AID 2546, 2010. Drosophila S2 Gal4-VP16 UAS-luciferase, luminescence, 20 h;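 also: Gal4-VP16 expression switched on by copper sulfate through the metallothionein promoter; % is scaled to controls: 0 for no effect and ±100 for the full control effect; nearly all actives have a fitted effect of over 50% in size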
p53 reactivation = qHTS assay for re-activators of p53 using a Luc reporter; Potency, µM (series often up to 92.2 µM), for the others: at the highest dose activity change, positive = activation, actives largely listed as activators; hit rate 0.063% among 320,000; H1299 p53-A138V BP100-luciferase reporter, luminescence, 24 h; also: % of control where 0% means no effect; nearly all actives have a fitted effect of over 45% in size
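p53-null H1299 cells stably carrying temperature-sensitive p53-A138V and a BP100-luciferase reporter were pinned with compounds (4-point, 1:5 series) and held 24 hrs at 37 deg C. Luminescence was read 10 min after detection reagent.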
uPA surface inh = qHTS for Inhibitors of Cell Surface uPA Generation. cell surface uPA generation assay, qHTS. Potency, µM (series often up to 38.3 µM), without a hit: at the highest dose activity change, negative = inhibition, most hits filed as inhibitors. hit rate 0.31% among 330,000. AID 540303, 2011; active = well fitted inhibition curve with a large enough effect; inconclusive = small, poorly fitted or top-dose-only effect; inactive = no such curve, though single readings can be large or run the other way; tested in mouse RAW 264.7 cells; also: % is scaled to controls: 0 for no effect and ±100 for the full control effect; nearly all actives have a fitted effect of over 55% in size
FLuc counter = qHTS profiling assay for firefly luciferase inhibitor/activator using purifed enzyme and Km concentrations of substrates (counterscreen for miR-21 project); purified FLuc, Km substrates, luminescence inhibition; Potency, µM (series often up to 57.5 µM), inactives show at the top dose activity change, negative = inhibition, hits mostly inhibitors; Luciferin 4-monooxygenase (Photinus pyralis), P08659; hit rate 6.9% among 360,000; AID 588342, 2011;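 also: plate controls were vehicle for no effect and reference inhibitor for full effect; nearly all actives have a fitted effect of over 55% in size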
Target sequence (P08659 whole entry, looked up): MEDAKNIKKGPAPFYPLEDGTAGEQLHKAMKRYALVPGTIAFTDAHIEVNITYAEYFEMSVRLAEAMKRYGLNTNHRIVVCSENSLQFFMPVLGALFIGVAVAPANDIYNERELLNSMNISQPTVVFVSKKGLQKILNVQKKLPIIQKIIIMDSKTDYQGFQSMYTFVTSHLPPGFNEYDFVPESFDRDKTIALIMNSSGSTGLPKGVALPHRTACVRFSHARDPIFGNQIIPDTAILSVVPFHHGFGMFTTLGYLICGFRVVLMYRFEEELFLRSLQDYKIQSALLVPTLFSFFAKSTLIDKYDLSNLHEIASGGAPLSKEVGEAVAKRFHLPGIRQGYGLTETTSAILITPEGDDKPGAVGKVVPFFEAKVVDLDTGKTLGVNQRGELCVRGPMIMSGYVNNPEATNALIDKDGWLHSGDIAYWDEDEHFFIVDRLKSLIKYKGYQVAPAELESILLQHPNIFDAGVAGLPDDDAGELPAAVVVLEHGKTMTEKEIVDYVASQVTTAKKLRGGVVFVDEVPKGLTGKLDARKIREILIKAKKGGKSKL
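Purified P. pyralis luciferase (10nM final) with 10uM D-luciferin and 10uM ATP (Km levels) in 50mM Tris acetate pH 7.5, 10mM Mg acetate, 0.01% Tween-20, 0.05% BSA; qHTS 6-point titration, ~60 µM downward; luminescence read.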
Rab9 prom act = qHTS Assay for Rab9 Promoter Activators | Huh7 Rab9 promoter-luciferase reporter, luminescence, 24 h | Potency, µM (highest dose often 9.22 µM), inactives show at the top dose activation, negative = inhibition, most hits filed as activators | hit rate 2.8% among 320,000; also: % of control where 0% means no effect; nearly all actives have a fitted effect of over 60% in size
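Rab9 promoter-driven luciferase in stably transfected Huh7 cells; 1500 cells/well rested 2 h, exposed to compound in DMSO for 24 h at 37 °C, 5% CO2. Luminescence read 10 min after adding luciferase reagent at ambient temperature.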
MBNL1 CUG block = qHTS Assay for Inhibitors of MBNL1-poly(CUG) RNA binding. hit rate 0.036% among 280,000. Muscleblind-like protein 1 (Homo sapiens), Q9NR56. TR-FRET MBNL1-His/biotin-(CUG)12 binding, 665/545 ratio. AID 2675, 2010. Potency, µM (highest dose often 57.5 µM), inactives show top-dose activity change, negative = inhibition, most hits filed as inhibitors; active = well fitted inhibition curve with a large enough effect in the signal ratio, with a control signal flat, not every such curve was filed as active; inconclusive = small, poorly fitted or top-dose-only effect, or effect the other way, or a change in a side signal; inactive = no such curve, though single readings can be large or run the other way; the % refers to the signal ratio; also: % is scaled to controls: 0 for no effect and ±100 for the full control effect
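Compound titration spanned 92 nM–58 uM against the MBNL1-His/biotin-(CUG)12 complex. After 60 min at room temperature with 5 nM streptavidin-XL665 and 0.055 ng/ul terbium anti-His, ratiometric 665/545 nm emission (Ex 340 nm) normalized to controls.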
ELG1 genotoxic = qHTS screen for small molecules that induce genotoxicity in human embryonic kidney (HEK293T) cells expressing luciferase-tagged ELG1. HEK293T ELG1-luciferase reporter, luminescence, 16 h. Potency, µM (highest dose often 46 µM), without a hit: at the highest dose activity change, positive = activation, usual class: activators. hit rate 1.3% among 330,000; also: % of control where 0% means no effect; nearly all actives have a fitted effect of over 60% in size
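16 hr compound incubation (37 °C, 5% CO2) of HEK293T cells carrying luciferase-tagged ELG1; luciferase then measured by ONE-Glo luminescence after 30 min at RT.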
RORg inh = qHTS for inhibitors of ROR gamma transcriptional activity; Potency, µM (doses to about 53.6 µM), for inactives: at the highest dose activity change, negative = inhibition, usual class: inhibitors; Nuclear receptor ROR-gamma (Mus musculus), P51450; Drosophila S2 Gal4-RORgamma UAS-luciferase reporter, 20 h; AID 2551, 2010; hit rate 5.4% among 310,000; also: % is scaled to controls: 0 for no effect and ±100 for the full control effect; nearly all actives have a fitted effect of over 60% in size
Target sequence (P51450 whole entry, looked up, the tested form may be a part): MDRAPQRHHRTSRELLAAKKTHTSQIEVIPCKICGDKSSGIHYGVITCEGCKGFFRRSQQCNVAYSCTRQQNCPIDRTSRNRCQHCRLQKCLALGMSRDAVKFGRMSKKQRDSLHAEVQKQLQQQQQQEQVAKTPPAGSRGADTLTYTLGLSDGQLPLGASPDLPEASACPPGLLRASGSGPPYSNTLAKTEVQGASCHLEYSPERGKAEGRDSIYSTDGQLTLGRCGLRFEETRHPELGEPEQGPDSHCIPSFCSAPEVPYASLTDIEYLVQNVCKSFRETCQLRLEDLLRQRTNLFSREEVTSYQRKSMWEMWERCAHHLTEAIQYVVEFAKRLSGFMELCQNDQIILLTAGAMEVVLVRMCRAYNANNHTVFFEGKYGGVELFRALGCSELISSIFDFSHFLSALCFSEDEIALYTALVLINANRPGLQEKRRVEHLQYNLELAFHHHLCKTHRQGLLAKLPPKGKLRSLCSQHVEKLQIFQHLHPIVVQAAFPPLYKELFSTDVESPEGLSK
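Using a luciferase readout, inhibitors were identified by reduced reporter activity in Drosophila cells coexpressing a copper-inducible Gal4–ROR gamma fusion and UAS-driven Photinus luciferase, incubated 20 hr after 700 uM copper sulfate.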
BRCA1 expr up = qHTS Assay to Identify Small Molecule Activators of BRCA1 Expression; MCF7-BRCA1-FFLuc reporter, luminescence, 48 h; response scale: scaled: vehicle 0%, 10 µM genistein 100%; Potency, µM (doses to about 46.1 µM), for inactives: at the highest dose activation, usual class: activators; hit rate 1.1% among 380,000; AID 624202, 2012; also: nearly all actives have a fitted effect of over 80% in size; some results filed as inactive show a strong effect at the top dose
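MCF7 cells carrying a BRCA1-firefly luciferase reporter (2000 cells/well, phenol-red free MEM) were attached for 2 h at 37 °C, then given compounds for 48 h. Luminescence was read 15 min after luciferase reagent; activity normalized to genistein (10 microM) and DMSO.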
The depositor's hits bear a star; ? = inconclusive; / = not tested or not shown; [ ] = remark or other dose. Unless noted, calls follow the shape of the dose curve; as a rule, active = well fitted curve in the direction sought with a large enough effect; inconclusive = small, poorly fitted or top-dose-only effect, or another doubt; inactive = no such curve, though single readings can be large; an effect the other way counts as inactive or inconclusive. Potency is read from the fitted curve at half-maximal effect.

SMILES	NPC1 prom act	Gal4-VP16 FLuc	p53 reactivation	uPA surface inh	FLuc counter	Rab9 prom act	MBNL1 CUG block	ELG1 genotoxic	RORg inh	BRCA1 expr up
O=C(CCSc1ccc(F)cc1)Nc1ccc(-n2cnnn2)cc1	3%	2%	0%	-5%	2%	5%	-13%	-11%	1%	-5%
COc1ccc(CC(=O)Nc2ccc(S(=O)(=O)Nc3ncccn3)cc2)cc1OC	-4%	6%	1%	2%	-1%	-5%	15%	-2%	0%	2%
Cc1nnc(SCC(=O)Nc2nnc(-c3ccccc3)o2)s1	2%	/	-3%	11%	19µM*	2%	/	6%	/	15%
C/C(=C\[C@@H](NP(=O)(c1ccccc1)c1ccccc1)c1ccccc1)CO[Si](c1ccccc1)(c1ccccc1)C(C)(C)C	/	-18%	/	10%	/	/	/	/	-28%	-61%
COc1ccc(-c2nc(C(N)=O)c3[nH]c(=O)n(-c4cccc(Cl)c4)c3n2)cc1OC	6%	?	-48%[inhibitor]	-2%	-1%	-8%	-1%	4%	?	-83%
CC(=O)c1sc(-c2ccccn2)nc1C	-10%	-11%	14%	/	3%	-5%	?	8%	-12%	/
Cc1cc(N2CC(C)OC(C)C2)nc2ccccc12 (stereo not given)	-1%	-7%	3%	1%	-10%	-8%	1%	-8%	-12%	0%
S=C(NCCc1ccccn1)Nc1ccc(Cl)cc1	17%	?	?	4%	?	19%	?	-1%	6.3µM*	86%
O=C(C[C@H]1C[C@H](C(=O)N2CCOCC2)[C@@]2(CCC3CCCC3)c3[nH]c4cc(-c5ccco5)ccc4c3CCN2C1=O)NCc1cccc(C(F)(F)F)c1	/	/	5%	7%	/	/	/	-6%	/	-70%
CCCCn1ccnc1C(=O)c1cccc(S(=O)(=O)N2CC(C)CC(C)C2)c1 (stereo not given)	4%	?	0%	/	-3%	-8%	-5%	-2%	?	-41%
Cc1sc(NC(=O)c2ccco2)c(C(c2cccnc2)N2CCN(CCO)CC2)c1C (stereo not given)	0%	-7%	5%	14%	-9%	2%	-2%	-3%	4%	-19%
Cc1ccc(NC(=O)C(C)Sc2nnc(-c3cccnc3)o2)cc1 (stereo not given)	-1%	2%	10%	0%	-9%	4%	2%	?	-5%	0%
O=C1CC2(CCN(C(=O)c3ccccc3Cl)CC2)Oc2ccccc21	-1%	/	-1%	-2%	0%	-2%	/	-6%	/	-12%
O=c1oc2ccccc2c(Nc2ccc(Cl)cc2)c1[N+](=O)[O-]	1%	?	2%	?	-2%	-4%	9%	-12%	?	-49%
Cc1csc(NC(=O)CSc2nc3[nH]ncc3c(=O)[nH]2)n1	0%	8%	0%	10%	-18%	9%	-3%	-7%	2%	15%
O=C(Cn1cc(CCO)nn1)N1CCNCC1	0%	-7%	4%	10%	-1%	0%	-15%	1%	14%	-2%
CN(C)S(=O)(=O)c1ccc(Cl)c(NC(=O)COC(=O)c2cc(-c3ccccc3)nc3ccccc23)c1	-3%	-19%	-4%	4%	-5%	-4%	/	-1%	-7%	-10%
Cc1ccccc1NS(=O)(=O)c1cc(C(=O)NCCSC2CCCCC2)ccc1C	1%	?	-1%	-21%	5%	-2%	5%	-12%	?	-79%[inhibitor]
N#Cc1ccc(C(=O)NCCCSc2ccccc2)cc1	-5%	-10%	-1%	-2%	0%	-1%	-1%	0%	-4%	-3%
COc1cc2c(cc1OC)C(c1cc3cc(C)ccc3[nH]c1=O)N(C(=O)c1ccco1)CC2 (stereo not given)	-10%	-1%	-11%	-18%	-1%	-10%	-1%	14%	-1%	-35%
O=C(CSC1=NS(=O)(=O)c2cc(Cl)ccc2N1)Nc1cccc(F)c1	0%	/	15%	0%	2%	-6%	/	5%	/	-1%
N#Cc1ccc(S(=O)(=O)NCC(=O)OCC(=O)NCCc2ccccc2)cc1	9%	-3%	3%	-15%	2%	13%	-3%	0%	-1%	-7%
CN(C(=O)CSc1nc(-c2ccccc2)c(-c2ccccc2)o1)C1CCS(=O)(=O)C1 (stereo not given)	-5%	3%	-2%	1%	0%	-1%	-2%	-10%	11%	-22%
COc1ccc(C(C)(C)C)cc1NC(=O)COC(=O)c1ncc(Cl)c(Cl)c1Cl	1%	19%	-7%	9%	4%	-2%	3%	2%	-5%	3%
O=C(COC(=O)c1ccc(Cl)c(S(=O)(=O)NCc2ccccc2)c1)NC1CC1	1%	/	0%	5%	5%	-1%	/	3%	/	-22%
Cc1cc(Nc2ccc(N3CCOCC3)cc2)c2cccc(C)c2n1	2%	3%	-2%	-8%	-2%	-1%	?	2%	16%	-2%
N#C/C=C\Oc1ccc(Cl)cc1N	-2%	-2%	26%	-9%	1%	9%	6%	-6%	-2%	-52%
Cc1ccc(NC(=S)N2CCN(S(C)(=O)=O)CC2)cc1Cl	-8%	-3%	8%	-2%	2%	-5%	-1%	-2%	14%	-9%
Cc1cc(C)n2nc(SCC(=O)N(C)c3c(N)n(Cc4ccccc4)c(=O)[nH]c3=O)nc2n1	-4%	-2%	-2%	/	-1%	2%	-2%	1%	-7%	/
CC(=O)c1ccc(N2CCN(S(=O)(=O)c3ccc4c(c3)NC(=O)CO4)CC2)cc1	-10%	-7%	10%	-2%	-3%	-9%	17%	1%	-3%	-2%
C=CCn1c(C(C)NC(=O)CCC)nc2ccccc21 (stereo not given)	-1%	-18%	-5%	1%	0%	3%	-20%	1%	-21%	-5%
Clc1ccc(OCCCCCN2CCCC2)c(Br)c1	0%	-8%	-2%	8%	-5%	-2%	?	-4%	-13%	-57%
CCc1ccc(C(=O)NNC(=O)CN2C(=O)NC3(CCCC3)C2=O)cc1	-4%	/	1%	-10%	15µM*	0%	/	5%	/	1%
O=C(N/N=C\c1ccc(-c2cccc(Cl)c2)o1)C(=O)NC1CCCC1	-2%	-1%	7%	5%	3%	-1%	-5%	15%	1%	-60%
CC(C(=O)Nc1ccccc1)N1CCN(c2ccccn2)CC1 (stereo not given)	1%	0%	4%	-9%	3%	7%	4%	0%	4%	13%
COc1ccccc1N(CC(O)CN1C(=O)NC(C)(C)C1=O)S(=O)(=O)c1ccc(C)cc1 (stereo not given)	3%	0%	0%	2%	0%	-2%	8%	3%	-9%	-18%
CC(=O)Nc1ccc(NC(=O)c2oc3cc(C)c(C)cc3c2C)cc1	-1%	-23%	1%	-1%	-4%	-5%	5%	?	?	21%
Fc1ccccc1CSc1nnc(-c2cccnc2)o1	4µM*	5%	22%	7%	17µM*	3.2µM*	-5%	?	-11%	7.1µM*
COc1cc(C(=O)NC2CCN(Cc3nnnn3Cc3cccs3)CC2)cc(OC)c1OC	1%	5%	-2%	-4%	2%	15%	2%	-3%	-21%	-7%
COc1cc(NS(=O)(=O)c2ccc(C)cc2)ccc1-n1cnnn1	-3%	-13%	1%	-2%	1%	7%	-4%	?	?	7%
CN(C)S(=O)(=O)n1cnc(C(CCO)c2ncn(S(=O)(=O)N(C)C)c2CCCO)c1 (stereo not given)	-2%	/	11%	10%	0%	2%	/	8%	/	-11%
COc1cccc(CC(NC(C)=O)C(=O)NC2CCN(C(=O)NCc3ccccc3)CC2)c1 (stereo not given)	-2%	12%	12%	-1%	0%	-5%	0%	0%	-2%	-4%
COc1ccc(NS(=O)(=O)c2cc(NC(=O)CC(=O)c3ccc([N+](=O)[O-])cc3)ccc2C)cc1	-3%	7%	0%	4%	0%	-3%	29%	-7%	37%	-37%
O=C1CN(c2ccc(Br)cc2)C(=O)N1CC(=O)N1CCCc2ccccc21	-7%	-2%	-2%	8%	1%	-5%	3%	-1%	32%	-13%
CCN(CC)S(=O)(=O)c1cc(NS(=O)(=O)c2cccc(Cl)c2)ccc1C	-1%	-2%	0%	4%	-1%	-6%	/	-9%	-8%[10 µM]	-28%
CCOC1=C/C(=C/c2c(N)n3nc(-c4ccccc4)sc3nc2=O)C=CC1=O	-4%	3%	-1%	-10%	?	-3%	5%	-1%	-24%	0%
CC(C)Cc1cc(C(=O)N2CCN(c3ccc(F)cc3)CC2)no1	0%	-11%	8%	-5%	-2%	-4%	?	?	34%	-20%
Cn1c(N)c(C(=O)COC(=O)CCc2nc3ccccc3s2)c(=O)n(C)c1=O	0%	-6%	4%	-2%	0%	7%	-1%	0%	7%	-5%
O=c1c2c3c(sc2n2c(=S)[nH]nc2n1-c1ccccc1)CCC3	1%	6%	-1%	1%	-5%	0%	-10%	0%	0%	14%
Cc1ccc(S(=O)(=O)N2CCCC(C(=O)NCc3ccccn3)C2)cc1 (stereo not given)	-1%	5%	-7%	0%	3%	-6%	-4%	7%	69%	-10%
